Screens from PubChem.
697 NFkB inh: inhibitors of the PMA/ionomycin-induced NF-kB reporter in 697 B cells; 0.33% of 330,000 active; 697 B-cell NF-kB luciferase reporter, 16 h; inhibition, % at 4 µM; in the data active means inhibition above about 35%
TIM10 inh: inhibits growth of TIM10 yeast strain. 1.4% of 330,000 active. S. cerevisiae TIM10 strain growth, BacTiter-Glo luminescence, 24 h. AID 463195. inhibition, % at 10 µM;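 active means inhibition of 40% or more at the single tested concentration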;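 further: wild-type TIM10 isogenic control strain grown at permissive 25 °C; 0% = DMSO yeast wells and 100% = minimal medium wells without yeast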
Mdm2 MdmX PPI: human Mdm2/MdmX binding inhibition; SaOS-2 split-luciferase Mdm2/MdmX complementation, luminescence; inhibition, % at 8 µM; 3% of 330,000 active;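 active means inhibition of at least 50% at 8 µM in the primary screen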
Target sequence (O15151 whole entry, looked up): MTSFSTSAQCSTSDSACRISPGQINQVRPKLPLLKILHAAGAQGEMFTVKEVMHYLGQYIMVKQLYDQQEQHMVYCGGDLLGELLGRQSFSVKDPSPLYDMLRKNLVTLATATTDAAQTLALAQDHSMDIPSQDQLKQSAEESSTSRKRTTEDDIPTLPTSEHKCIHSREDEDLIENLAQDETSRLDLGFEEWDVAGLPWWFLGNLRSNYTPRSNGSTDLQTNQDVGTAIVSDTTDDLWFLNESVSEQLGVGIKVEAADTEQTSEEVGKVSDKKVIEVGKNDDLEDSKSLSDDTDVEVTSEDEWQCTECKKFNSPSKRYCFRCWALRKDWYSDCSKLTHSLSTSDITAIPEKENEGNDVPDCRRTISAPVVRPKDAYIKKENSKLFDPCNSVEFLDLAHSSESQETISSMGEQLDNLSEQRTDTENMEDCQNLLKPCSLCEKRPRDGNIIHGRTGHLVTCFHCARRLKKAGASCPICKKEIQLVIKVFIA
Target sequence (Q00987 whole entry, looked up): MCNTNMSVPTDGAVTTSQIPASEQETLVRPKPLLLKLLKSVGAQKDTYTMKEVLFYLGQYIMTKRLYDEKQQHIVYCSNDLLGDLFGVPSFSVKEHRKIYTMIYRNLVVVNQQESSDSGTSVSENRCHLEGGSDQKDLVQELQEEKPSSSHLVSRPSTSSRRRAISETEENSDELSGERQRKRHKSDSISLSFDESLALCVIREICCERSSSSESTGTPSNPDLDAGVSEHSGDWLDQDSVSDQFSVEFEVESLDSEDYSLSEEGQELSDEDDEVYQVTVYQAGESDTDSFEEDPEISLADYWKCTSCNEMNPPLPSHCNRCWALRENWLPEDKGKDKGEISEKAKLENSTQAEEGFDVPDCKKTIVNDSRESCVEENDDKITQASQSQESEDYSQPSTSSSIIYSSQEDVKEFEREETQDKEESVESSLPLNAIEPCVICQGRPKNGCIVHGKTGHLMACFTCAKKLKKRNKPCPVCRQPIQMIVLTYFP
tim23-1 inh: growth inhibitors of tim23-1 mutant yeast; S. cerevisiae tim23-1 growth, BacTiter-Glo luminescence, 24 h; inhibition, % at 20 µM; 1.3% of 330,000 active; AID 463212;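 active means growth inhibition of the mutant yeast at or above 50%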;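 further: temperature-sensitive mutant grown at 25 °C; plate controls were DMSO-treated mutant yeast for no effect and medium wells lacking yeast for full effect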
UPR XBP1 act: activators of adaptive arm of unfolded protein response (XBP1). CHO-XBP1 luciferase reporter, IRE1-XBP1 UPR activation, luminescence; percent of tunicamycin response, DMSO as zero. activation, % at 20 µM. AID 463104. 0.33% of 330,000 active;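 active means versus positive control, 20 µM dose yields 30% or more activation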;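 further: 100% = tunicamycin at 10 µg/mL and 0% = DMSO only wells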
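Test system: CHO-XBP1 luciferase reporter cells | Buffer or medium: Serum-containing F12 medium, 10% FBS | Schedule: 6 h compound exposure at 37 °C, 5% CO2 | Detection: Steady-Glo luciferase glow luminescence, 10 min after reagent addition | Read-out basis: Activation, % of tunicamycin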
Jurkat NFkB inh: lowers PMA/ionomycin-induced NF-kB signal in Jurkat cells; PMA/ionomycin-induced NF-kB luciferase reporter, luminescence; inhibition, % at 4 µM; 0.53% of 330,000 active; AID 435003; in the data active means inhibition above about 50%
UPR CHOP act: activators of apoptotic arm of unfolded protein response (CHOP); CHO-CHOP luciferase reporter, UPR activation, luminescence; percent of tunicamycin response over DMSO baseline; activation, % at 10 µM; 0.34% of 330,000 active; AID 449763;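 active means at 10 µM dose, activation of 40% or more, normalized to positive control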;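 further: 100% = tunicamycin at 10 µg/mL and 0% = DMSO alone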
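Evaluation: % reporter activation, DMSO baseline versus tunicamycin full activation; System: CHO-CHOP luciferase reporter cell line; Input: 500 cells/well; Incubation: 6 h compound treatment, 37 °C; Measured by: Steady-Glo luciferase luminescence; Dosing: one dose, 10 µM in 0.5% DMSO; Buffer or medium: F12 medium, 10% FBS; Benchmarks: positive tunicamycin 10 µg/mL, negative DMSO alone.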
tim10-1 inh: inhibits growth of tim10-1 mutant yeast; S. cerevisiae tim10-1 ts strain growth, BacTiter-Glo, 24 h; inhibition, % at 20 µM; 2.2% of 330,000 active; AID 463190;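 active means inhibition of at least 40%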;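 further: mutant grown at 25 °C; 0% = DMSO wells with yeast and 100% = wells holding no yeast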
* = called active by the depositor. The order is random (roughly 6.6% active in at least one column).

No.	SMILES	tim23-1 inh	Mdm2 MdmX PPI	UPR XBP1 act	697 NFkB inh	UPR CHOP act	tim10-1 inh	TIM10 inh	Jurkat NFkB inh
1	CCOc1ccc(NC(=O)c2ccccc2NS(C)(=O)=O)cc1	3	5	0	-18	0.5	-4	-5	-4
2	O=C(CCNS(=O)(=O)c1ccc(Cl)cc1)Nc1ccncc1	10	5	-3	-5	-1.4	14	-16	-16
3	COc1ccc(CN2CCNC(=O)C2CC(=O)NC2CCC2)c(OC)c1 (stereo not drawn)	0	28	-5	16	-0.7	-3	-2	17
4	CC(=O)Nc1ccc(S(=O)(=O)c2ccc([N+](=O)[O-])cc2)cc1	18	3	-8	-11	-0.4	27	-4	11
5	N#CC1=C(N)C2=C(N3CCCCC3)CCCC2C1(C#N)C#N (stereo not drawn)	0	-4	0	7	0.7	4	-7	5
6	CCC(C)C(=O)Nc1cc(OC)c(OC)cc1C(=O)O (stereo not drawn)	-2	10	-2	12	-0.7	-8	2	0
7	O=C(CCCOc1ccc(Cl)cc1Cl)NN1CCOCC1	15	-21	0	-73	1.3	-4	4	21
8	O=C(Cn1nnc(-c2ccncc2)n1)N(C1CCCCC1)C1CCCCC1	24	12	-5	-23	0.5	19	-3	-2
9	COc1cccc(NC(=O)CN(C)C(=O)c2ccc3ccccc3c2)c1	8	14	0	29	-1.2	9	9	3
10	O=S1(=O)[C@H]2C[C@@H]3C=C[C@@]2(CN1Cc1ccc(Cl)cc1)O3	7	19	-2	9	1.1	-1	6	-3
11	COc1ccccc1NC(=O)NC1(C)CCS(=O)(=O)C1 (stereo not drawn)	4	22	0	10	-1.2	7	-10	0
12	COc1ccc(N2CCN(S(=O)(=O)CCNC(=O)c3ccco3)CC2)cc1	-5	7	2	9	0.1	-3	-8	-6
13	CCCN1C(=O)C2(SC(NC(C)=O)=NN2C(C)=O)c2cc(C)cc(C)c21 (stereo not drawn)	-2	7	0	-12	-1.9	2	9	12
14	O=c1cc(Nc2ccc3c(c2)OCCO3)[nH]c(=O)n1-c1ccc(Br)cc1	-14	55*	-1	14	3.0	0	-5	-5
15	Cc1cccc(-n2c(CCn3nc(C)c([N+](=O)[O-])c3C)n[nH]c2=S)c1	-9	14	-1	22	3.7	16	6	6
16	CCOC(=O)c1ccc(NC(=O)c2ccc(CN3CCOCC3)cc2)cc1	7	23	0	-40	0.5	-15	-22	48
17	O=C(CCC1CCCC1)NCc1ccccn1	-9	12	0	1	2.3	6	0	-8
18	Cc1csc(SCCn2c(Br)nc3c2c(=O)[nH]c(=O)n3C)n1	-3	-14	-2	3	0.7	1	2	-1
19	Cn1c(OCc2ccco2)nc2c1c(=O)n(Cc1ccc(Cl)c(Cl)c1)c(=O)n2C	3	-1	0	-1	-0.9	-19	10	3
20	CN(C)C(=O)COC(=O)/C=C/c1ccccc1[N+](=O)[O-]	9	12	0	6	-1.3	13	0	20
21	CCC(C)c1ccc(O)c(NC(=O)c2ncn[nH]2)c1 (stereo not drawn)	-12	-12	1	10	1.1	0	-2	-2
22	CC(=O)c1cn(CCC(C)C)c(=O)[nH]c1=O	2	-30	1	3	1.8	9	4	7
23	Cc1cc(F)ccc1S(=O)(=O)N1CCCOC1CNC(=O)C(=O)NCc1ccccn1 (stereo not drawn)	2	20	-1	11	-1.3	-1	-1	1
24	Cc1ccccc1C(CC(=O)c1cccs1)C(C#N)C#N (stereo not drawn)	36	75*	-3	-27	13	38	20	-5
25	CS(=O)(=O)Nc1ccc(C2=NN(C(=O)c3ccccc3)C(c3cccs3)C2)cc1 (stereo not drawn)	16	6	-3	4	0.0	34	11	2
26	N#CC1=C(N)C(C#N)(C#N)C(c2cccnc2)C2CCCC=C12 (stereo not drawn)	15	26	-1	0	-3.6	2	2	-2
27	Cc1ccc(NS(=O)(=O)c2cc3c4c(cccc4c2)C(=O)NC3=O)cc1C	-14	40	-3	23	-3.0	1	-1	-4
28	Cc1ccc(NC(=O)C2CCCN2C(=O)OCc2ccccc2)c(O)c1 (stereo not drawn)	12	17	-5	-14	0.0	18	-3	13
29	COC(=O)c1c(NC(=O)c2ccccc2)sc(C(N)=O)c1C	0	7	-1	34	-0.1	-1	-17	14
30	CCCOC(=O)c1c(NC(=O)C2C3C=CC(C3)C2C(=O)O)sc2c1CCC(C)C2 (stereo not drawn)	35	-33	-3	9	0.2	2	17	-6
31	CN1CCC(N(C)S(=O)(=O)c2ccc(Cl)cc2)CC1	-95	17	-2	9	-1.8	-36	-47	3
32	Cn1ncc(Cl)c1C(=O)N1CCN(C23CC4CC(CC(C4)C2)C3)CC1	3	-12	-1	-27	-0.2	14	6	-11
33	Cc1ccc(OCc2cc(C(=O)N(C)Cc3nccn3C)no2)cc1C	-7	-11	-4	-21	3.1	-3	-3	-10
34	CCOC(=O)/C(C#N)=C/NC(=O)NC(C)(C)C	-15	20	-4	15	0.6	-2	1	-11
35	CC1CCN(CC(=O)c2c[nH]c3ccccc23)CC1	-5	-22	1	14	-1.8	16	-13	-15
36	O=C(NCCCN1CCCCCC1)c1cc2c(=O)oc3ccccc3c2s1	-18	27	-3	-2	1.2	4	11	-7
37	CC1=CC(c2ccc(Cl)cc2)n2nc(NC(=O)c3ccccc3)nc2N1 (stereo not drawn)	8	2	-1	-17	1.3	17	17	7
38	Clc1cc(NC2CCCCC2)ncn1	19	-13	3	-23	1.2	24	12	-40
39	O=C(O)c1ccc(N2CCCCC2)cc1	-3	2	-1	-6	0.2	6	-7	1
40	Cc1ccc(NC(=O)c2cccc(S(=O)(=O)N3CCN(c4ccccc4)CC3)c2)nc1	15	23	0	-17	2.5	23	2	14

Ordered by number of heavy atoms (falling): 4 of the compounds above.
No.	SMILES	tim23-1 inh	Mdm2 MdmX PPI	UPR XBP1 act	697 NFkB inh	UPR CHOP act	tim10-1 inh	TIM10 inh	Jurkat NFkB inh
16	CCOC(=O)c1ccc(NC(=O)c2ccc(CN3CCOCC3)cc2)cc1	7	23	0	-40	0.5	-15	-22	48
4	CC(=O)Nc1ccc(S(=O)(=O)c2ccc([N+](=O)[O-])cc2)cc1	18	3	-8	-11	-0.4	27	-4	11
20	CN(C)C(=O)COC(=O)/C=C/c1ccccc1[N+](=O)[O-]	9	12	0	6	-1.3	13	0	20
34	CCOC(=O)/C(C#N)=C/NC(=O)NC(C)(C)C	-15	20	-4	15	0.6	-2	1	-11

(further entries)
No.	SMILES	tim23-1 inh	Mdm2 MdmX PPI	UPR XBP1 act	697 NFkB inh	UPR CHOP act	tim10-1 inh	TIM10 inh	Jurkat NFkB inh
41	CCn1c(-c2nonc2NC(=O)c2ccccc2)nc2ccccc21	-25	34	1	-129	-2.8	15	-28	-32
42	O=C(N/N=C/c1ccc[nH]1)c1cc2ccccc2cc1O	7	27	9	3	5.2	6	-2	-5
43	CCOc1ccc(/C=N/NC(=O)C2(O)c3ccccc3-c3ccccc32)cc1	-5	-3	1	7	2.7	5	-2	-8
44	CC(=O)Nc1cc(-c2nn(C)c(=O)c3ccccc23)ccc1N1CCOCC1	5	16	2	-4	3.0	12	-10	-2
45	O=C(O)c1cccnc1Nc1ccc(Cl)cc1	13	31	0	-244	1.4	-1	-19	-6
46	COc1cccc(-c2c(C(=O)N/N=C/c3cccnc3)nnn2-c2nonc2N)c1	-6	21	0	17	-0.6	-6	3	4
47	CC(=O)Nc1sc2c(c1C(c1ccc(F)cc1)N1CCOCC1)CCCC2 (stereo not drawn)	33	22	-3	37*	1.1	34	37	-6
48	CC(C)(C)c1nnc(NC(=O)C2c3ccccc3Oc3ccccc32)s1	31	5	2	-7	1.1	25	30	3
49	O=C1NC2(CCCCC2)C(=O)N1/N=C/c1ccc(O)cc1O	5	-11	3	-12	1.8	8	8	-13
50	CCOCCCNC(=O)C1CCN(Cc2cccc(OCc3ccccc3)c2)CC1	5	-27	-5	-36	0.7	10	-4	-21
51	O=C(CN1C(=O)C2C3CC(C(Br)C3Br)C2C1=O)Nc1ccc(C(=O)O)cc1 (stereo not drawn)	-6	13	0	0	-0.6	-9	-13	6
52	CC(=O)Nc1ccc(S(=O)(=O)N2CCN(CC3CC4C=CC3C4)CC2)cc1 (stereo not drawn)	16	6	-3	-3	-0.7	11	10	15
53	COc1ccc(OC)c(NC(=O)CSc2nnc(NC(=O)c3ccco3)s2)c1	1	15	-1	-12	-0.8	-1	5	13
54	CCN(CC)S(=O)(=O)c1cc(NC(=O)CCn2[nH]c(=O)ccc2=O)ccc1C	7	3	0	-9	-0.2	-8	1	4
55	COC(=O)c1ccncc1C(=O)Nc1ccc(Oc2ncc(C(F)(F)F)cc2Cl)cc1	16	14	-5	8	-0.4	19	3	0
56	O=S(=O)(Cc1ccc(Cl)cc1)c1ccccc1-c1nnc(-c2ccc(Cl)cc2)o1	-18	49	-2	-17	3.5	-3	-42	1
57	CCOC(=O)C1=C(c2ccccc2)N=c2s/c(=C\c3cccc(O)c3)c(=O)n2C1c1cccs1 (stereo not drawn)	32	78*	6	8	5.0	31	29	-3
58	COc1ccc(NS(=O)(=O)c2c(C)n(C)c(=O)n(C)c2=O)cc1OC	6	-18	0	6	1.6	9	-3	0
59	C=CCn1c(-c2csc3ccccc23)n[nH]c1=S	33	9	0	11	0.9	36	32	-11
60	Cc1ccc(CNC(=O)CCn2cc(-c3ccc(F)cc3)nc2-c2ccncc2)cc1	16	1	-3	-11	1.0	8	3	20
61	NCCc1cnc[nH]1	-13	-8	-6	-11	1.0	-6	1	6
62	O=C(O)CSCC(=O)N1CCN(Cc2ccc3c(c2)OCO3)CC1	11	6	-5	-8	1.1	3	7	-7
63	CCOC(=O)Cc1c(C)nc2c(-c3ccc(Cl)cc3)c(C)nn2c1C	-5	21	0	-31	-0.1	35	32	-1
64	Cc1ccc(-c2noc(CN(C)C(=O)c3ccc(Br)o3)n2)cc1	6	18	-1	-1	0.2	-19	-26	-9
65	COc1cc(CN2CCCC(C(=O)Nc3ccccc3Oc3cccnc3)C2)ccc1F (stereo not drawn)	1	21	-5	-7	-0.3	24	2	-5
